Screens: PubChem, National Center for Advancing Translational Sciences (NCATS)
HEK293 viab: GF-AFC viability counterscreen for inhibitors of alpha-synuclein gene (SNCA) expression; HEK-293-SNCA-luc viability, GF-AFC fluorescence, 24 h; Potency, µM (series often up to 57.1 µM), inactives show top-dose activity change, negative = cytotoxicity, actives largely listed as cytotoxic; hit rate 0.12% among 150,000; AID 1671193, 2021;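 further: potency means the concentration at half of the fitted maximal effect; 0% = DMSO-treated cells and -100% = medium-only wells without cells; nearly all actives have a fitted effect of over 30% in size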
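HEK-293-SNCA-luc cells (1500/well) plated 24 h, then exposed 24 h to a dilution series; GF-AFC added 30 min at 37C, fluorescence 405/540 nm; normalised to medium-only and DMSO wells, Hill fit.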
NIH3T3 tox: Cytotoxic Profiling in NIH 3T3 Cell Line of Diverse Libraries Using Quantitative High-Throughput Screening; hit rate 4.3% among 94,000; AID 1345082, 2018; Potency, µM (doses to about 96.7 µM), for inactives: at the highest dose activity change, negative = cytotoxicity, actives largely listed as inhibitors; NIH 3T3 viability, CellTiter-Glo ATP luminescence, 48-72 h; further: potency means the concentration at half of the fitted maximal effect; nearly all actives have a fitted effect of over 55% in size
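Viability of NIH 3T3 cells after 48 or 72 hr compound treatment at 37 °C was assessed by CellTiter-Glo, with luminescence imaged following a 10 min room-temperature step.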
SNCA expr inh: Primary qHTS assay for inhibitors of alpha-synuclein gene (SNCA) expression | HEK-293 SNCA-luciferase knock-in, luminescence, 24 h | Potency, µM (doses to about 57.2 µM), without a hit: at the top dose activity change, negative = inhibition, actives largely listed as inhibitors | hit rate 0.17% among 140,000;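 further: potency means the concentration at half of the fitted maximal effect; plate controls were DMSO cells for no effect and cell-free wells for full effect; nearly all actives have a fitted effect of over 45% in size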
IP6K1 inhibitor: Primary qHTS assay for small molecule inhibitors of Inositol hexaphosphate kinase 1 (IP6K1); activity change, % (series mostly up to about 58 µM); hit rate 0.81% among 140,000; IP6K1 kinase, ADP-Glo luminescence, 2 h; active compounds read low; in the data active means activity change below about -25%
Target sequence (Q92551 whole entry, looked up): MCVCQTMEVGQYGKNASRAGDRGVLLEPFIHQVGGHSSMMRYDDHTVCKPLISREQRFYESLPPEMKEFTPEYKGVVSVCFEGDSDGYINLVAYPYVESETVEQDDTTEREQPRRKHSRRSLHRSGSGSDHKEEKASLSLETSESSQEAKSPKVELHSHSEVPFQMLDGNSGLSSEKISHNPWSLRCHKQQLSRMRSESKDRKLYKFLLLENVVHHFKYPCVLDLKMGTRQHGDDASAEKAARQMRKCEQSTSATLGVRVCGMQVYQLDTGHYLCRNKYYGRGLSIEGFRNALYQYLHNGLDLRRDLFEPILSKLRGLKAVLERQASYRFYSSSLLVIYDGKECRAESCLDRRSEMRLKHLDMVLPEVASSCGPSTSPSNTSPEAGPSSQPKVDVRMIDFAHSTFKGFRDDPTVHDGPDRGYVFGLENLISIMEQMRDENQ
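ADP-Glo luminescence measures ADP made by human IP6K1 during a 2 h RT reaction with ATP/IP6 (mix at 1.3 mM/130 uM); top library doses 57.5 and 19.1 uM final.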
HEK cytotox: Cytotoxic Profiling in HEK 293 Cell Line of Diverse Libraries Using Quantitative High-Throughput Screening; HEK 293 viability, ATP luminescence (CellTiter-Glo), 48-72 h; Potency, µM (top dose mostly 115 µM), for inactives: at the highest dose activity change, negative = cytotoxicity, hits mostly inhibitors; hit rate 6.6% among 94,000; further: potency means the concentration at half of the fitted maximal effect; nearly all actives have a fitted effect of over 60% in size
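Read-out: CellTiter-Glo ATP luminescence. Cells: HEK 293, 250 cells/well. Exposure: 48 or 72 hr, 37 degree Celsius.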
GPT2 inhibitor: Primary qHTS assay for inhibitors of Glutamate pyruvate transaminase 2 (GPT2). Recombinant GPT2, coupled pyruvate oxidase/HRP Amplex Red fluorescence. Alanine aminotransferase 2 (Homo sapiens), Q8TD30. hit rate 0.25% among 100,000. Potency, µM (top dose mostly 57.7 µM), inactives show at the top dose activity change, negative = inhibition, actives largely listed as inhibitors; further: potency means the concentration at half of the fitted maximal effect; nearly all actives have a fitted effect of over 60% in size; many of its hits are not listed in these tables
Target sequence (Q8TD30 whole entry, looked up): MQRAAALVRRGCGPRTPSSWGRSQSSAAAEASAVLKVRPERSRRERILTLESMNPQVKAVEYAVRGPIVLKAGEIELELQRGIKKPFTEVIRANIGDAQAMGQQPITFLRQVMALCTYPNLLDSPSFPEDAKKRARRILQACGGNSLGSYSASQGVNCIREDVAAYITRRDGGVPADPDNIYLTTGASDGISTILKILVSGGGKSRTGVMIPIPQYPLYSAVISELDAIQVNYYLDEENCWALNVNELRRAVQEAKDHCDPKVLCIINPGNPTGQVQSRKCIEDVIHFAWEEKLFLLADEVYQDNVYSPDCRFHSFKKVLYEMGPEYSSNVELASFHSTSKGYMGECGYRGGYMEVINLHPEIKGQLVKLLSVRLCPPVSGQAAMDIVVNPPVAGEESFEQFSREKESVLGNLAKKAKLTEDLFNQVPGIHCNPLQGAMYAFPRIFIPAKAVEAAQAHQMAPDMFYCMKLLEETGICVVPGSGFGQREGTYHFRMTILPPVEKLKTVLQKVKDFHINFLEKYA
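Fluorescence of coupled pyruvate oxidase/HRP/Amplex Red system (50uM Amplex, 30 min, dark) reports pyruvate formed by GPT2. Enzyme reaction: 10ng/uL GPT2, 2mM L-alanine, 250uM a-KG, 30 min room temperature, pH 7.5; 50uM AOA control.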
Luciferase inh: Firefly luciferase inhibition profiling of diverse chemical library using quantitative high-throughput screening. Luciferin 4-monooxygenase (Photinus pyralis), P08659. purified P. pyralis luciferase, luminescence, biochemical. Potency, µM (doses to about 115 µM), inactives show top-dose activity change, negative = inhibition, actives largely listed as inhibitors. hit rate 2.5% among 76,000. AID 1347043, 2019; further: potency means the concentration at half of the fitted maximal effect; nearly all actives have a fitted effect of over 65% in size
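Biochemical qHTS: compound (6-point titration) added to 10uM D-luciferin plus 10uM ATP in Tris acetate pH 7.5 buffer with Mg, Tween-20 and BSA, then purified enzyme at 10nM; light output imaged.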
* marks the source's active call; other numbers are inactive results; i = inactive; u = inconclusive; x = no result given; [ ] = another dose, or the depositor's remark. Unless noted, the call rests on the fitted dose curve; in most records, active means well fitted curve in the direction sought with a large enough effect; inconclusive means small, poorly fitted or top-dose-only effect, or another doubt; inactive means no such curve, though single readings can be large; an effect the other way counts as inactive or inconclusive. Unless noted, on the % scale 0 is the no-effect control and ±100 the full control effect.

structure | HEK293 viab | NIH3T3 tox | SNCA expr inh | IP6K1 inhibitor | HEK cytotox | GPT2 inhibitor | Luciferase inh
O=C(CO)NC1CC(=O)N(Cc2ccccc2C(F)(F)F)C1 (configuration not stated) | 0% | -2% | -17% | 24 | 1% | -3% | -1%
CC(=O)N1CCC2(CNS(=O)(=O)c3cnccc3O2)C1 (configuration not stated) | 6% | i | 3% | 2 | 4% | i | x
CCc1cccc(NC(=O)Cn2c(-c3ccc(F)cc3)nc(C)c(CCO)c2=O)c1 | u | u | u | -2 | u | i | -10%
CCCc1cc(=O)oc2cc(C)c3c(-c4ccccc4)coc3c12 | 6% | x | 1% | -6 | x | x | x
Fc1cccc(-c2nnn3c2nc(NC2CCCCC2)c2ccccc23)c1 | 7% | x | 57%[activator] | -5 | x | x | x
NS(=O)(=O)c1ccc(CCNC(=O)c2ccc3nc(CCc4ccccc4)oc3c2)cc1 | 6% | x | 23% | 58 | x | x | x
Cc1cc(=O)n(C(C)C(=O)N2CCCc3ccccc32)c2c1c(C)nn2-c1ccccc1 (configuration not stated) | -2% | x | 16% | -20 | x | x | x
CCNC(=O)c1cccc2c1CCN2S(=O)(=O)c1ccccc1F | 6% | -13% | 9% | -10 | -4% | -8% | 7%
COc1ccc(CCC(=O)N2CCC3(CC2)CCC(O)(CN(C)C)CC3)cc1 | -4% | 3% | 39%[activator] | 13 | 0% | i | 11%
Cc1ccc(S(=O)(=O)N2CCCc3cc(NC(=O)c4ccc(C(C)(C)C)cc4)ccc32)cc1 | -3% | x | -9% | 18 | x | x | x
O=C(O)CCCC(=O)N1CCc2cc(S(=O)(=O)NCc3ccccc3)ccc21 | 3% | x | -11% | 3 | x | x | x
COC1C(=O)N(C2CCN(Cc3ccc(F)cc3F)CC2)C12CCOCC2 (configuration not stated) | 1% | -21% | -25% | 0 | u | -6% | -10%
C=CCNc1ccccc1C(=O)NC(C(=O)O)c1c(C)n[nH]c1C (configuration not stated) | 3% | i | -24% | -5 | -6% | -1% | 7%
CCOc1ccc(CNC(=O)c2ccc(NC(=O)N3CCSc4ncccc43)cc2)cc1 | -8% | x | 20% | 36 | x | x | x
COc1cc(OC)cc(N2C(=O)N(Cc3ccc(C(C)(C)C)cc3)c3ccccc3S2(=O)=O)c1 | -3% | x | -14% | 1 | x | x | x
COCCCNc1nc2c(-c3ccccc3)nnn2c2ccccc12 | 9% | x | 31%[activator] | -11 | x | x | x
Cc1cc(C[C@@H]2COC[C@@H]2NC(=O)c2cnn3ccccc23)on1 | -7% | 3% | 0% | -2 | -1% | -5% | 3%
CCCN(CC1CCOC1)S(=O)(=O)c1ccc(F)c(F)c1 (configuration not stated) | 0% | i | -12% | -2 | 3% | 1% | 7%
O=[S+]([O-])(NC1CCN(Cc2cccc(-c3ccc(F)c(F)c3)c2)CC1)c1cccc(C(F)(F)F)c1 | u | 14µM* | u | 2 | 22µM* | -13% | x
Cc1ccc(C(=O)N2CCC(n3cc(-c4nc(C(C)C)no4)nn3)CC2)cc1F | -2% | -26% | -7% | 18 | u | i | 5%
O=C(NC1CCCC1)c1ccc2c(c1)n(Cc1ccccc1)c(=O)c1ccnn12 | -9% | -20% | 2% | 1 | u | -28% | -10%
COCCOCc1nc(C2CCN(C(=O)NCCc3ccccc3)CC2)no1 | 0% | -11% | 3% | -9 | 1% | i | 0%
NC(=O)c1nn2c(C(F)(F)F)cc(-c3ccc(Br)cc3)nc2c1Cl | 5% | x | 29% | -18 | x | x | x
Cc1ccc(CN2C[C@@H](CO)[C@H](c3nc(C)no3)C2)nc1 | 7% | -11% | -8% | 10 | u | -6% | -2%
CCN1CCC(N2CCOC3(COCCN(C(=O)c4ccccc4C)C3)C2)CC1 (configuration not stated) | -19% | -10% | -15% | 6 | 3% | 2% | 0%
O=C(CSc1nc2c(oc3ccccc32)c(=O)[nH]1)Nc1cccc(Cl)c1 | 12% | x | 15% | 4 | x | x | x
COc1ccc(-c2noc(-c3nc(Cc4ccccc4)no3)n2)cc1OC | -16% | u | -10% | 7 | u | u | 7%
CCOc1ccccc1Nc1ccc2cc(S(=O)(=O)N3CCCCC3)ccc2n1 | 10% | x | -7% | 23 | x | x | x
Cc1ccc(CSc2nc(=O)c3c(C)cc(C)nc3n2C2CC2)cc1 | 10% | x | 12% | 35 | x | x | x
CCc1ccc(NC(=O)CSc2nc(-c3cccc(OC)c3)nc3c2Cc2c(CO)cnc(C)c2O3)cc1 | -16% | x | -4% | 18 | x | x | x
CCCOC1CCCN(Cc2c(C(=O)N(C)CCc3ccccc3)nc3sccn23)C1 (configuration not stated) | -27% | -28% | u | -3 | u | 1% | 5%
CCOC(=O)c1c(C)n(-c2ccccc2)c2ccc(OC(=O)c3cccc(Cl)c3)cc12 | 12% | x | -12% | -9 | x | x | x
CC[C@H](C)[C@@H]1NC(=O)[C@H](Cc2ccc(OC)cc2)NC(=O)CCCSC[C@@H](C(=O)N2CCC[C@H]2C(=O)N[C@@H](CC(C)C)C(=O)NCC(N)=O)NC(=O)[C@H](CC(N)=O)NC(=O)[C@H](CCC(N)=O)NC1=O | 3% | x | x | -1 | x | i | x
COc1ccc(OCC(=O)N(Cc2cccs2)c2ccc(OC)cc2)cc1 | -19% | x | 6% | 0 | x | x | x
O=C(Nc1nn(Cc2ccccc2)c2cccc(N3CCOCC3)c12)c1ccncc1 | 3% | 1% | 4% | -4 | i | -42% | 0%
CC(C)N1CC(C(=O)NCc2ccc(C(F)(F)F)cc2)NC1=O (configuration not stated) | 10%[12.5 µM] | -20%[138 µM] | 6%[87.6 µM] | 9 | -29%[172 µM] | 5%[88.5 µM] | x
CCc1ccc(S(=O)(=O)c2cn(Cc3ccccc3F)c3cc(OC)c(OC)cc3c2=O)cc1 | -15% | x | 1% | 4 | x | x | x
Cc1cccc(C(=O)N2CCCCCNC(=O)CC2c2ccccc2)c1 (configuration not stated) | 1% | -10% | 5% | -7 | -7% | 4% | 2%
Cn1nc(-c2ccc(C(=O)Nc3ccc(F)cc3)cc2)c2ccccc2c1=O | -5% | x | 12% | 2 | x | x | x
O=C(c1ccc(F)cc1)N1CCCC2(CNc3ncccc3[S+](=O)([O-])N2)C1 (configuration not stated) | x | i | x | 25 | 4% | x | x
O=C(Nc1cccc(-c2ccc(N3CCOCC3)nn2)c1)Nc1ccccc1F | -22% | u | -1% | -32* | 18µM* | i | 1.6µM*
CN(C)c1ccc(NC(=O)CN2CCN(CC(=O)Nc3ccc(Br)cc3)CC2)cc1 | 14% | x | -7% | 10 | x | x | x
NC(=O)c1cnc(N[C@@H]2CCCC[C@H]2N)nc1Nc1cccc(-n2nccn2)c1 | u | x | x | -17 | x | i | x
CCCC(=O)Nc1cccc(NC(=O)c2ccccc2Br)c1 | -1% | x | x | -12 | x | 0% | x
COc1ccc(NC(=O)N2C[C@@H]3C[C@H](C2)c2ccc(NC(=O)C4CCCCC4)c(=O)n2C3)cc1 | u | 0% | -18% | 0 | -2% | i | 1%
CSc1cccc(NC(=O)Cn2ncn3c(cc4ccccc43)c2=O)c1 | -1% | x | 1% | -17 | x | x | x
COc1cccc(Cn2cc(S(=O)(=O)c3ccc(C)cc3)c(=O)c3cc4c(cc32)OCO4)c1 | -8% | x | 69%[activator] | -30* | x | x | x
CCC(CC)C(=O)Nc1cccc(-c2nc3cccnc3s2)c1C | 19% | x | 13% | 2 | x | x | x
O=C(CC1CCN(C(=O)c2ccc(F)cc2)C1)NC1CC1 (configuration not stated) | -10%[12.5 µM] | 0% | 2% | 4 | -1% | -2% | -4%
COc1cccc(N2C(=O)NC(=NC3CCCC3)C23CCCN(Cc2ccccc2)C3)c1 (configuration not stated) | -11% | u | -8% | -6 | u | i | x
C=C[C@]1(C)C=C2CCC3C(C)(CCC[C@@]3(C)C(=O)O)C2CC1 (some centres not stated) | -5% | x | x | 6 | x | i | x
COc1ccc(C(=O)NCC2(COc3ccc(C(F)(F)F)cn3)C[C@@H](O)[C@@H](O)C2)cc1 (some centres not stated) | -7% | 1% | -3% | -5 | -18% | -5% | -8%
O=C(O)c1ccc(CC2CCN(Cc3cnc(-c4ccco4)nc3)C2)cc1 (configuration not stated) | -11% | -20% | -10% | 7 | i | -11%[11.5 µM] | 3%
COc1ccc2[nH]c(=O)c(CN(Cc3cnn(C)c3)C3CC3)cc2c1 | 2% | -14% | -19% | 13 | i | -14% | -5%
CC(=O)Nc1cccc(C(=O)NCc2nnc3ccc(-c4ccc(C)cc4)nn23)c1 | -10% | -11% | 7% | 8 | -2% | i | 0%
COc1ccc(N2CCN(C(=O)c3cnc(SC)nc3C)CC2)cc1 | 8% | x | 47%[activator] | -4 | x | x | x
Nc1ncccc1CN1CC[C@@H]2OCC(=O)N(Cc3ccc(O)cc3)[C@H]2CC1 | -12%[87.6 µM] | u | -17%[87.6 µM] | 7 | u | i | 1%[172 µM]
CCOc1ccc(C(=O)Nc2ccc(S(=O)(=O)Nc3nc(C)cc(C)n3)cc2)cc1OC | 5% | x | 50%[activator] | 13 | x | x | x
COc1cccc(Nc2ccnc(N3CCN([S+](=O)([O-])c4c(C)noc4C)CC3)n2)c1 | 3% | -22% | -4% | 13 | -17% | i | x

Some of the compounds tested; the hit share may differ from the screen's.
